Pf gametocyte: late stage P. falciparum gametocyte viability inhibitors, primary screen, ATP luminescence, HTS. P. falciparum stage V gametocytes, 24 h. 150,000 tested, 0.065% active. inhibition, % at 10.9 µM. AID 743093, 2013;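 active = inhibition above the mean plus 3 SD of compounds within the control limits, set per campaign, cut at about 38% in these data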;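 note: 0% = DMSO wells and 100% = medium only without gametocytes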
Rab2A wt mod: modulators of GTP binding to Rab2A wildtype, primary screen, biochemical, dog, bead-based flow cytometry, multiplex; Ras-related protein Rab-2A (Canis lupus familiaris), P61105; GST-Rab2 wt beads, Bodipy-GTP binding; 190,000 tested, 0.19% active; GTP binding activity, % at 10 µM;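 active = GTP binding activity at least 20 points away from 100%, either lowered or raised; inconclusive = signal likely due to the compound's own green fluorescence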;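 note: 0% = beads with excess unlabeled GTP and 100% = no-compound control corrected for plate trend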
Avidin bead fluor: green autofluorescence of compounds with avidin beads – biophysical, 488/530 nm, flow cytometry, artefact control, profiling panel. compound fluorescence 488/530 nm; active compounds read high. fluorescence (KMESF) at 10 µM. 220,000 tested, 0.38% active. AID 1775, 2009; in the data active = fluorescence above about 47; note: inactives centre near 10
Rab7 wt GTP bind: modulators of GTP binding to Rab7, primary screen, biochemical, wildtype, multiplex bead flow cytometry. Rab7 GTPase wild type (dog), Bodipy-FL-GTP binding. GST-Rab7 beads, fluorescent GTP binding; actives lie on both sides; untreated = 100%, excess cold GTP = 0%. GTP binding activity (percent of control), % at 10 µM. 190,000 tested, 0.055% active;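 active = fluorescent GTP binding to Rab7 beads changed by at least 20 points from the 100% baseline, either direction, mostly lower; inconclusive = compound itself probably fluorescent, or too few beads counted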;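 note: median green fluorescence of bound Bodipy-FL-GTP per Rab7 bead population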
Rac1 wt modul: wildtype Rac1 GTP binding modulators, primary screen, biochemical, GST-Rac1 beads, flow cytometry, multiplex | Ras-related C3 botulinum toxin substrate 1 (Homo sapiens), P63000 | fluorescent GTP binding; actives lie on both sides; 0 = cold GTP competed, 100 = untreated | GTP binding activity (% of control), % at 10 µM | 190,000 tested, 0.27% active;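 active = GTP binding activity at least 20 points away from the 100% control level, either lower or higher; inconclusive = compound flagged as likely green fluorescent, judged across all proteins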
ABCB1 block: ABCB1 efflux pump inhibitors, primary screen, cell-based, multiplex, flow cytometry, ABCG2 counter-screen; ATP-dependent translocase ABCB1 (Homo sapiens), P08183; CCRF-Adr cells, JC-1 efflux; inhibition, % at 6.6 µM; 190,000 tested, 0.067% active; in the data active = inhibition above about 40%;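 note: 0% = vehicle and 100% = reference inhibitor; higher value means more JC-1 retained so stronger ABCB1 efflux block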
HRas wt GTP: modulators of GTP binding to HRas wildtype, primary screen, biochemical, bead-based flow cytometry, multiplex. GST-Ras wt beads, Bodipy-FL-GTP binding; actives lie on both sides. 190,000 tested, 0.14% active. AID 759, 2007. GTP binding activity, % at 10 µM;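 active = GTP binding activity at least 20% away from the 100% baseline, either lowered as inhibitor or raised as activator; inconclusive = flagged as likely green fluorescent, judged across all proteins in the well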;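 note: 0% = unlabeled GTP competition control and 100% = no-compound control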
Target sequence (P01112 whole entry, looked up): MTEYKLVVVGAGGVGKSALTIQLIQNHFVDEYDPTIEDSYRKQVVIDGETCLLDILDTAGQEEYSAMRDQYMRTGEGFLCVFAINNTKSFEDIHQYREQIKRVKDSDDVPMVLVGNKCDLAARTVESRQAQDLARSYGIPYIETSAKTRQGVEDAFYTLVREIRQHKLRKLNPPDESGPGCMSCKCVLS
ABCG2 inh: ABCG2 efflux pump inhibitors, primary screen, multiplex with ABCB1, IgMXP3 cells, flow cytometry; Broad substrate specificity ATP-binding cassette transporter ABCG2 (Homo sapiens), Q9UNQ0; JC-1 efflux; inhibition, % at 6.6 µM; 190,000 tested, 0.1% active; AID 1325, 2008;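 active = inhibition above 80%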;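 note: 0% = DMSO and 100% = nicardipine control wells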
Target sequence (Q9UNQ0 whole entry, looked up): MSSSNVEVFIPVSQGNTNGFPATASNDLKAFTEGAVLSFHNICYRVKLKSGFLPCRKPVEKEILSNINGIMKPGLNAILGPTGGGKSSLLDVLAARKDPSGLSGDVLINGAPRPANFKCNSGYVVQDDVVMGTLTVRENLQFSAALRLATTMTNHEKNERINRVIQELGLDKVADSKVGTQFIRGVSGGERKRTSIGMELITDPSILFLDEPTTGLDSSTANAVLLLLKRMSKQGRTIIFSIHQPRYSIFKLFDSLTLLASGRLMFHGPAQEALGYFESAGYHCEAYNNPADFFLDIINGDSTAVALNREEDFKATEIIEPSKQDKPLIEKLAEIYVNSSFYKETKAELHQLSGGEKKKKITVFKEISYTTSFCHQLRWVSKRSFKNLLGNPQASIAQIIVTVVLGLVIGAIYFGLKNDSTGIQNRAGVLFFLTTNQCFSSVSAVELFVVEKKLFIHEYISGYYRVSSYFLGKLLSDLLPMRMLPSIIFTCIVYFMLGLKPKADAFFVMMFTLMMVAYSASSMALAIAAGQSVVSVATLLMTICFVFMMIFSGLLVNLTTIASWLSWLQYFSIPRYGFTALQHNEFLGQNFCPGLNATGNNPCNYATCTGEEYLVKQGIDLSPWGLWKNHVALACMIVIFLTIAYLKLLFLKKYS
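test system = two drug-resistant human cell lines, ABCG2 and ABCB1 | amount = 3 million cells/mL final, two lines in 1:1 ratio | reagent = JC-1 transporter substrate | doses = one concentration, 6.6 µM final | incubation = 10 min at 25 °C | signal = flow cytometric JC-1 green MFI at 530 nm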
Cdc42 wt GTP: modulators of GTP binding to wildtype Cdc42, primary screen, biochemical, multiplex bead flow cytometry, Bodipy-GTP; percent activity (GTP binding), % at 10 µM; GST-Cdc42 beads; actives lie on both sides; 190,000 tested, 0.2% active;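 active = percent activity GTP binding at least 20 points away from the 100% baseline, either down as inhibitor or up as activator; inconclusive = compound flagged as likely green fluorescent from well-wide comparison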;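 note: median bead fluorescence of bound Bodipy-FL-GTP at 100 nM; 0% = excess unlabeled GTP control and 100% = no compound control; below 100% means less GTP binding so inhibitor and above means activator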
Target sequence (P60953 whole entry, looked up): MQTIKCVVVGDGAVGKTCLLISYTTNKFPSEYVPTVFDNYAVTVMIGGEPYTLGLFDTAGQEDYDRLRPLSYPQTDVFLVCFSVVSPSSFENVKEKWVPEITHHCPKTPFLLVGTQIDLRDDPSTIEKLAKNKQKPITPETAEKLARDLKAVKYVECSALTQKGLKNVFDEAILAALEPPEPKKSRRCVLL
Mcl1 Noxa PPI: Mcl-1/Noxa binding inhibitors, primary screen, biochemical, TR-FRET, 1536-well; Induced myeloid leukemia cell differentiation protein Mcl-1 (Homo sapiens), Q07820; AID 1022, 2008; 220,000 tested, 1.5% active; inhibition, % at 21.7 µM; TR-FRET Mcl-1/Noxa peptide binding, 2 h;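 active = compounds that cut the protein-peptide binding signal by more than 50% relative to plate controls in a single-dose test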;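 note: His-tagged Mcl-1 with rhodamine Noxa BH3 peptide and terbium anti-His antibody; 0% = Mcl-1 plus Noxa peptide wells and 100% = peptide-only wells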
Rac1 mut GTP: GTP binding modulators of activated mutant Rac1, primary screen, biochemical, bead-based flow cytometry, multiplex, fluorescent GTP. GST-Rac1 activated beads; actives lie on both sides; 100% means binding = to untreated wells. percent activity (GTP binding), % at 10 µM. 190,000 tested, 0.11% active. AID 764, 2007;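 active = GTP binding at least 20 percentage points away from the 100% baseline, in either direction, so actives lie on both sides; inconclusive = Compound likely fluorescent itself, or too few beads counted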
Numbers without * were called inactive; ? = inconclusive; nt = no result given; & = joins results of further samples; [ ] = dose if it differs, or a comment.

SMILES	Pf gametocyte	Rab2A wt mod	Avidin bead fluor	Rab7 wt GTP bind	Rac1 wt modul	ABCB1 block	HRas wt GTP	ABCG2 inh	Cdc42 wt GTP	Mcl1 Noxa PPI	Rac1 mut GTP
Cc1cccc(N=N/C(=C\O)C(=O)c2ccc(Br)cc2)c1	-7	97	25	105	93	-0.1	98	5	91	-1	92
CCn1cc(C2C3=C(CC(C)(C)CC3=O)N(c3ccccc3)C3=C2C(=O)CC(C)(C)C3)c(C)n1	13	101	14	100	108	3.5	102	-2	104	13	100
CCOC(=O)CSc1ccc2nnc(-c3cccnc3)n2n1	nt	96	3	97	93	0.5	94	4	94	25	94
S=c1nc(C23CC4CC(CC(C4)C2)C3)nc2sccn12	nt	99	9	97	101	-0.4	95	1	102	4	96
Cc1ccc(-n2ncc(C(=O)Nc3cc(Cl)cc(Cl)c3)c2C2CCNCC2)cc1C	1	96	14	100	103	1.1	100	12	100	36	101
Cc1ccc(S(=O)(=O)N2CCCC2C(=O)Nc2ccc(O)cc2)cc1 (centres undefined)	nt	103	26	100	107	0.5	102	2	104	0	102
COc1ccc(NC(=O)n2nc(OC(=O)c3cccs3)cc2N)cc1	2	93	6	101	94	-0.1	92	0	91	9	91
O=C(Cn1nnc(-c2ccccc2)n1)N/N=C/c1cc([N+](=O)[O-])ccc1O	2	93	12	95	97	-0.8	93	-2	97	13	94
COc1cccc(C(=O)Nc2cccc(C(=O)N3CCOCC3)c2)c1	20	98	14	92	95	-2.7	97	-2	99	-18	96
Cc1csc(NC(=O)C(Cc2ccccc2)n2cccc2)n1 (centres undefined)	nt	101	7	102	101	-2.7	101	-2	99	14	99
CCN(C(=S)NC(=O)CCc1ccccc1)c1ccccc1	19	102	11	102	104	0.8	101	2	103	28	100
COc1ccc(-c2nnn(CC(=O)N(CCO)C(C(=O)NC3CCCC3)c3ccncc3)n2)cc1 (centres undefined)	9	100	9	99	100	-4.0	99	-14	95	-10	96
CCn1c(C(=O)NCc2ccccn2)cc2sccc21	nt	103	11	97	101	0.6	103	2	104	19	100
COc1ccc(NC(=O)/C(C#N)=C/c2c(C)nn(-c3ccc(F)cc3)c2Cl)cc1OC	nt	98	5	104	100	0.3	100	5	99	9	97
Cc1cc(NC(=O)C2CCCC2)nc2c1c(=O)oc1ccccc12	0	95	33	101	97	0.6	97	9	96	-32	97
CC(C)(C)c1ccc(-c2noc(CCC(N)=O)n2)cc1	4	98	20	91	108	-0.6	96	13	100	5	100
O=C(c1ccccc1)[C@@H]1[C@@H](C(=O)c2ccc(F)cc2)[C@@]2(C(=O)Nc3ccccc32)[C@H]2c3ccccc3C=CN12	1	97	26	99	103	1.0	94	6	98	16	100
CC(C)c1ccc(NC(=O)COC(=O)C2=COCCO2)cc1	nt	97	6	98	100	0.9	97	21	99	26	97
COC(=O)c1oc(-c2ccccc2)nc1C	-21	97	9	99	95	0.0	91	1	90	2	94
CCc1ccc(NC(=S)N(CCN2CCCCC2)Cc2ccco2)cc1	nt	104	7	103	106	0.8	102	18	104	15	102
O=C(O)/C=C/C(=O)N1CCN(c2cccc(Cl)c2)CC1	nt	99	21	104	94	-0.1	99	0	95	-4	94
CC(C(=O)O)c1n[nH]c(=O)c2ccccc12 (centres undefined)	4	106	nt	111	108	0.3	106	0	107	21	99
CCOC(=O)c1cccc(NC(=O)CCS(=O)(=O)c2ccc(Br)s2)c1	nt	?	35	?	?	0.1	?	1	?	-1	?
CCOC(=O)c1c(N=CN(C)C)c(C#N)c2n1CCCC2	nt	98	24	98	101	0.2	100	1	97	-17	99
COc1cc(NC(=O)CSc2nccc(=O)[nH]2)c(C)cc1[N+](=O)[O-]	nt	94	10	102	97	0.8	96	18	93	7	94
SMILES	Pf gametocyte	Rab2A wt mod	Avidin bead fluor	Rab7 wt GTP bind	Rac1 wt modul	ABCB1 block	HRas wt GTP	ABCG2 inh	Cdc42 wt GTP	Mcl1 Noxa PPI	Rac1 mut GTP
COc1cc(C2C(C#N)=C(N)N(c3cccnc3)C3=C2C(=O)CCC3)ccc1O (centres undefined)	nt	103	3	102	108	0.5	101	1	102	11	101
COc1ccc2c(c1)C1=C(CC2)C(c2ccc(C)cc2)NC(=S)N1 (centres undefined)	nt	97	10	95	105	1.3	100	14	97	26	96
CC1CCN(S(=O)(=O)c2ccc(C(=O)Nc3nnc(-c4ccccn4)o3)cc2)CC1	0	91	6	97	88	-1.1	90	1	88	-22	92
COc1ccc2c(c1)C(NC(C)=O)C(=O)N2C (centres undefined)	nt	101	42	100	105	0.3	103	1	106	3	102
COc1ccc(NC(=O)c2ccc(Cl)nc2)cc1S(=O)(=O)N1CCCCC1	-12	?	8	?	?	0.1	?	3	?	18	?
COc1ccc(CN(C(=S)Nc2ccccc2)C2CC(=O)N(c3ccc(F)cc3)C2=O)cc1 (centres undefined)	nt	99	12	100	101	0.4	99	0	100	5	100
O=C(c1ccc([N+](=O)[O-])cc1)N(Cc1ccc(Cl)cc1)N1C(=O)CCCC1=O	8	101	7	101	103	0.9	103	2	101	14	100
O=C(O)/C=C/C(=O)Nc1ccc2nccnc2c1	-8	97	11	102	99	0.7	96	2	95	17	97
O=S(=O)(N/N=C\c1ccc2c(c1)OCO2)c1ccc(Cl)cc1	0	101	17	105	100	1.1	102	1	102	-3	94
CCOc1ccc(NC(=O)c2cccc3c2C(=O)N(Cc2cccnc2)C3)cc1	3	109	12	102	107	5.1	109	10	108	20	102
CN(C)/C=C(\C#N)C(=O)N/N=C(\CC(=O)C(F)(F)F)c1ccco1	nt	95	8	91	99	0.4	94	0	95	8	99
Cc1ccc(S(=O)(=O)c2c(C)nn(-c3ccccc3)c2OC(=O)c2ccco2)cc1	nt	96	11	96	96	0.4	95	14	98	29	93
Cc1ccc(NS(=O)(=O)c2cc(NC(=O)c3ccc4c(c3)NC(=O)CS4)ccc2Cl)c(C)c1	-19	129*[activator]	6	113	110	0.2	116	-3	113	10	102
Cc1ccc(OCC(=O)N/N=C/c2ccco2)cc1	18	103	7	99	106	0.1	101	1	103	4	101
O=C(CSc1ccccn1)C12CC3CC(CC(C3)C1)C2	10	94	8	95	97	1.7	95	20	93	3	93
Cc1nn(-c2ccccc2)c2sc(C(=O)NNC(=O)COc3cccc4ccccc34)cc12	0	96	23	95	100	0.2	99	0	99	-2	97
COc1ccc(C2C(C#N)=C(SCC(=O)Nc3ccc(C)cc3)NC3=C2C(=O)CC(C)(C)C3)cc1 (centres undefined)	nt	99	13	102	104	0.1	98	30	100	15	98
NS(=O)(=O)c1ccc(CCNC(=O)CNS(=O)(=O)c2cccc(Br)c2)cc1	8	94	8	97	94	0.6	95	2	98	10	93
COc1cccc2cc(-c3nc4ccccc4o3)c(=O)oc12	-8	99	8	105	98	-1.5	98	57	92	21	96
COc1ccc(CN(C(=O)CSc2nnc(-c3c[nH]c4ccccc34)o2)c2ccc(F)cc2)cc1OC	nt	100	5	100	109	0.0	101	3	101	19	100
CC1CN(C(=O)COC(=O)c2cc(Cl)ccc2Cl)CC(C)O1 (centres undefined)	10	99	8	102	96	1.4	99	5	95	17	91
CN(C1CCCCC1)S(=O)(=O)c1ccc(NC(=O)CCC(=O)O)cc1	nt	99	39	103	105	0.1	99	7	101	13	98
CCOc1cc(NC(=S)NCCCN2CCOCC2)c(OCC)cc1NC(=O)c1ccc(OC)cc1	-6	90	12	93	99	0.8	93	5	96	-1	95
O=C(c1c(F)cccc1F)N(Cc1ccccn1)C1CCCC1	nt	100	11	98	101	0.2	101	1	103	1	100
CCCCCC(=O)Nc1ccc(Cl)cn1	5	99	10	101	108	0.1	101	0	100	0	96
SMILES	Pf gametocyte	Rab2A wt mod	Avidin bead fluor	Rab7 wt GTP bind	Rac1 wt modul	ABCB1 block	HRas wt GTP	ABCG2 inh	Cdc42 wt GTP	Mcl1 Noxa PPI	Rac1 mut GTP
CC(N)C12CC3CC(CC(C3)C1)C2 (centres undefined)	5	98	8&12	99	98	0.1	98	-2	98	8&-1	96
CCCCc1nnc(NC(=O)C2CCCO2)s1 (centres undefined)	nt	102	36	99	107	0.2	102	1	106	6	102
Cc1ccc(S(=O)(=O)N/N=C/c2cn(C)nc2C)cc1	17	102	12	100	107	0.8	102	1	103	13	99
CCn1c(C)nc2cc(C(=O)NNC(=S)Nc3ccc(Cl)cc3Cl)ccc21	9	97	6	99	101	-1.1	99	-7	102	-9	99
CCn1c(SCC(=O)Nc2cc(C)on2)nc2c(c1=O)SC(C)C2 (centres undefined)	nt	105	10	109	106	0.5	103	1	103	0	96
Cc1nnc(Oc2ccccc2F)c2ccccc12	0	96	17	95	94	0.2	97	3	96	-3	94
O=C(Nc1ccc2c(c1)OCCO2)c1cccc(S(=O)(=O)N2CCCCC2)c1	nt	97	9	101	100	-0.2	99	10	98	4	95
O=C1c2ccccc2-c2ncnc3c(N4CCOCC4)cc(N4CCOCC4)c1c23	nt	93	6	94	93	-2.9	96	-3	96	2	97
CN(Cc1ccccc1)CC(O)COc1ccc(CNCc2ccc(Cl)s2)cc1 (centres undefined)	-3	98	7	99	96	1.2	97	1	96	-11	96
CCOC(=O)NC1CCS(=O)(=O)C1 (centres undefined)	nt	102	6	98	103	1.4	100	1	102	8	98
O=C(Nc1nc2ccccc2[nH]1)c1ccccc1	nt	99	3	98	101	-0.1	100	0	99	-2	99
COc1cc(CN2CCN(C(=O)CC(C)C)CC2)cc(OC)c1OC	nt	94	5	97	93	0.3	95	5	96	13	93
O=C(CN1C(=O)NC2(CCCCCCC2)C1=O)N1CCOCC1	nt	103	13	101	103	1.6	99	2	101	-3	102

Source: PubChem
